Compound activity deposited in PubChem by National Center for Advancing Translational Sciences (NCATS).
Tb PYK inh = qHTS of Trypanosoma Brucei Inhibitors; pyruvate kinase (Trypanosoma brucei), Q57TT1; TbPYK enzyme, Kinase-Glo Plus ATP luminescence, 45 min; Potency, µM (doses to about 76.8 µM), for the others: at the top dose activity, negative = inhibition, most hits filed as inhibitors; 410,000 tested, 0.12% active; AID 624173, 2012; also: nearly all actives have a fitted effect of over 50% in size
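Luminescent Kinase-Glo Plus end-point after 45 min room-temperature reaction of T. brucei pyruvate kinase started with 130 uM ADP (final). Buffer TEA 50 mM pH 7.2 with KCl, MgCl2, BSA, Tween-20; titration-based qHTS with fitted concentration-effect curves.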
Sm TGR inh = qHTS Assay for the Inhibitors of Schistosoma Mansoni Peroxiredoxins | Schistosoma mansoni thioredoxin glutathione reductase (TGR), Q962Y6 | purified TGR, DTNB reduction, TNB absorbance 405 nm | Potency, µM (top dose mostly 114 µM), without a hit: at the highest dose activity change, negative = inhibition, actives largely listed as inhibitors | 360,000 tested, 3% active; also: nearly all actives have a fitted effect of over 60% in size
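Kinetic colorimetric format: TGR-catalysed, NADPH-driven DTNB reduction monitored via TNB absorbance. Enzyme dispensed at 20 nM; compound exposure 15 min at room temperature before reaction start.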
LmPK inh = qHTS Assay for Inhibitors of Leishmania Mexicana Pyruvate Kinase (LmPK) | purified LmPK, Kinase-Glo ATP luminescence, 1 h | 290,000 tested, 0.37% active | Potency, µM (highest dose often 57.5 µM), inactives show top-dose activity change, negative = inhibition, usual class: inhibitors
Target sequence (Q27686 whole entry, looked up): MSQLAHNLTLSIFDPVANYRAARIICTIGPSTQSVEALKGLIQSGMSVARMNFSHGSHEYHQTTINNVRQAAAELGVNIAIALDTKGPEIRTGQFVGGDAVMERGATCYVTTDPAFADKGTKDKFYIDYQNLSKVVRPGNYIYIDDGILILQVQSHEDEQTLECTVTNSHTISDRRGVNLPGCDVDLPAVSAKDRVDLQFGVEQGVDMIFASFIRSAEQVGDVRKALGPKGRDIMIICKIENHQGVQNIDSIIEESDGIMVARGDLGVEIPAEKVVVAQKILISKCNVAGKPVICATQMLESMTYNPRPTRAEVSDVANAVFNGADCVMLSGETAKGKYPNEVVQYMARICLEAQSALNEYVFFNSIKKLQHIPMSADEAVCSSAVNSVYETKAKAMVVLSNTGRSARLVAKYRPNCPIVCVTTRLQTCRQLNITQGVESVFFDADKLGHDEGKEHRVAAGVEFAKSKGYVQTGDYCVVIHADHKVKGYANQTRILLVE
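In 50 mM imidazole pH 7.2 with 7 mM MgCl2, LmPK (0.1 nM) turned over PEP (0.5 mM) and ADP (0.1 mM) for 1 h at room temperature. Luciferase read-out of ATP.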
Pf growth 96h = Primary qHTS for delayed death inhibitors of the malarial parasite plastid, 96 hour incubation | Potency, µM (highest dose often 28.7 µM), for the others: at the top dose activity change, negative = inhibition, usual class: inhibitors | P. falciparum luciferase reporter growth, 96 h | 320,000 tested, 6.9% active
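Two-generation exposure (96 h) targets delayed-death phenotype. Reporter parasites carrying integrated firefly luciferase, in red cells at 2% hematocrit and 0.05% parasitemia final, kept at 37 C, 5% CO2; luminescence loss indicates inhibition.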
HCV inhibitor = qHTS Assay for Inhibitors of Hepatitis C Virus (HCV); 340,000 tested, 3.4% active; Huh7.5.1 HCVcc-Cre infection, luciferase reporter, 44 h; AID 651820, 2012; Potency, µM (titrated, usually from 41.8 µM), without a hit: top-dose activity change, negative = inhibition, actives largely listed as inhibitors
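Antiviral activity was scored by luciferase reporter output from cells infected with HCVcc-Cre (~0.5 moi) in presence of compound, 44 h infection period, cells seeded 1,000/well 4 h prior.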
Pf growth 48h = Primary qHTS for delayed death inhibitors of the malarial parasite plastid, 48 hour incubation; Potency, µM (highest dose often 28.7 µM), for the others: at the top dose activity change, negative = inhibition, hits mostly inhibitors; 310,000 tested, 5.9% active; AID 504832, 2011; P. falciparum luciferase growth in erythrocytes, 48 h
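First compound was added to culture medium, then infected red cells at 0.1% parasitemia and 2% hematocrit (final). After incubation at 37 C under 5% CO2, luciferase detection reagent was dispensed and light output recorded.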
An asterisk follows results filed as active; ? = inconclusive; nt = no result given; [ ] = dose if it differs, or a comment. Calls follow the shape of the dose curve; as a rule, active = well fitted curve in the direction sought with a large enough effect; inconclusive = small, poorly fitted or top-dose-only effect, or another doubt; inactive = no such curve, though single readings can be large; an effect the other way counts as inactive or inconclusive. % is scaled to controls: 0 for no effect and ±100 for the full control effect; potency is read from the fitted curve at half-maximal effect.

1	COc1ccc(N(CC(=O)Nc2c(C)cccc2C)S(=O)(=O)c2ccccc2[N+](=O)[O-])c(OC)c1
2	Cc1cc(=O)[nH]c(N/N=C/c2c(C)oc3ccccc23)n1
3	Cc1ccc(NC(=O)CC2S/C(=N/N=C3\CCCc4ccccc43)NC2=O)cc1 (centres undefined)
4	O=[N+]([O-])c1cccnc1N1CCC(c2cc(-c3ccc(Cl)cc3Cl)n[nH]2)CC1
5	CS(=O)(=O)N(Cc1ccc(C(=O)N2CCc3ccccc3C2)cc1)c1ccccc1
6	CCCCCCC(c1c(C)n(C)n(-c2ccccc2)c1=O)c1c(C)n(C)n(-c2ccccc2)c1=O
7	CC(Oc1ccc(Cl)cc1Cl)C(=O)NCc1ccncc1 (centres undefined)
8	O=C1NC(c2cccc([N+](=O)[O-])c2)=CCN1c1ccccc1O
9	O=C(NCc1ccccc1)C(c1ccncc1)N(C(=O)c1csnn1)C1CC1 (centres undefined)
10	CCOC(=O)Cc1cnc(NC(=O)NC(C(=O)OCC)(c2ccccc2)C(F)(F)F)s1 (centres undefined)

| entry no. | 1 | 2 | 3 | 4 | 5 | 6 | 7 | 8 | 9 | 10 |
| --- | --- | --- | --- | --- | --- | --- | --- | --- | --- | --- |
| Tb PYK inh | 21% | -2% | 1% | -5% | -6% | 2% | -3% | -1% | -6% | 6% |
| Sm TGR inh | 3% | -23% | 1% | -8% | 0% | -9% | -9% | 45µM* | 1% | -16% |
| LmPK inh | 4% | 3% | 2% | 0% | -1% | 3% | 1% | 1% | -2% | 5% |
| Pf growth 96h | 9% | ? | -3% | nt | 33%[activator] | 7% | -23% | -25% | 8% | nt |
| HCV inhibitor | 4% | 3% | 13% | 22µM* | ? | ? | -20% | 7% | 14% | 17% |
| Pf growth 48h | -18% | ? | 5% | ? | -12% | 13µM* | 37%[activator] | ? | 18% | 5% |

Values in list order from the entries so far.
HCV inhibitor, entries 1–10 → 4%, 3%, 13%, 22µM*, ?, ?, -20%, 7%, 14%, 17%

Continuation:
11	Cc1ccc(OCCNC(=O)CCNS(=O)(=O)c2ccc(Br)cc2)cc1
12	COC(=O)NC1c2ccccc2Oc2ccc(C)cc21 (centres undefined)
13	OCCC1CN(Cc2cccc(-n3cccn3)c2)CCN1Cc1ccccc1 (centres undefined)
14	CC[N+]1=CN(c2ccccc2)C(C)=CC1(C)C
15	Cn1c(CCCNC(=O)c2cccs2)nc2ccccc21
16	COC(=O)c1ccc(Oc2ccc(C(C)(C)C)cc2)c([N+](=O)[O-])c1
17	COc1ccccc1CN1C(=O)c2cccc3cccc(c23)C1=O
18	Fc1ccc2c(-c3cccc(C(F)(F)F)c3)c(-c3ccccc3)ncc2c1
19	CCOC(=O)c1ccc(N=C(CC)c2c(O)n(C)c(=O)n(C)c2=O)cc1
20	O=C(CC(c1ccccc1)c1cc(Br)ccc1O)NCCN1CCOCC1 (centres undefined)

| entry no. | 11 | 12 | 13 | 14 | 15 | 16 | 17 | 18 | 19 | 20 |
| --- | --- | --- | --- | --- | --- | --- | --- | --- | --- | --- |
| Tb PYK inh | 4% | 1% | -4% | -13% | 2% | 2% | -23% | -3% | -3% | -5% |
| Sm TGR inh | -12% | 61%[activator] | nt | 1% | 0% | 22% | 7% | -22% | 6% | -5% |
| LmPK inh | nt | 3% | -5% | 1% | -3% | -4% | -1% | nt | -4% | 0% |
| Pf growth 96h | 71%[activator] | 11% | ? | 4.1µM* | 61%[activator] | ? | 16% | ? | 21% | 11% |
| HCV inhibitor | ? | -5% | 8% | 12% | -2% | -5% | 14% | 7% | -8% | 6% |
| Pf growth 48h | ? | 34%[activator] | 0% | ? | 23% | 0% | -6% | ? | -3% | ? |

21	CCN(CC)c1cc(C)c2cc(NC(=O)c3ccccc3F)ccc2n1
22	COc1ccc(N2C(=O)CC(Sc3nc(C)cc(C)n3)C2=O)cc1OC (centres undefined)
23	CN(CCC#N)c1ncnc2scc(-c3ccccc3)c12
24	Cc1cc(C)c2nc(SCCc3ccccc3)nc(C)c2c1
25	O=C1NC(=O)C(Cc2ccccc2)(c2cccnc2)N1 (centres undefined)
26	COc1cc(C(=O)O)nc(OC)n1
27	CCn1c(CC(=O)Nc2ccccc2C)nnc1SCC(=O)NC1CCCC1
28	CCOc1c(Cl)cc(C(=O)NCCN2CCCCC2)cc1Cl
29	CC(=O)c1cccc(NC(=O)N2CCC(C(=O)c3ccc(F)cc3)CC2)c1
30	CCC(C(=O)OC)n1cnc2scc(-c3ccc(C)cc3)c2c1=O (centres undefined)

| entry no. | 21 | 22 | 23 | 24 | 25 | 26 | 27 | 28 | 29 | 30 |
| --- | --- | --- | --- | --- | --- | --- | --- | --- | --- | --- |
| Tb PYK inh | 3% | -1% | -4% | 5% | -2% | -1% | -8% | 5% | 5% | 2% |
| Sm TGR inh | -8% | -32% | -7% | -26% | 6% | -6% | 6% | -27% | 22% | 4% |
| LmPK inh | 0% | 0% | 2% | 1% | 3% | 2% | 2% | -5% | -3% | 0% |
| Pf growth 96h | ? | ? | ? | ? | 0% | ? | 28% | 54%[activator] | 3% | ? |
| HCV inhibitor | 10µM* | 6% | -19% | -6% | 14% | -3% | 18% | 10µM* | ? | ? |
| Pf growth 48h | 10µM* | 0% | ? | nt | 6% | 24% | ? | ? | 0% | ? |

31	C=CCN1C=C2C(=O)C(C)(OC(=O)C3CCCC3)C(=O)C=C2C=C1c1ccsc1 (centres undefined)
32	COC(=O)CSc1cc(SCC(=O)OC)c(C#N)c(SCC(=O)OC)c1
33	CC(C)CCN1C(=O)c2ccc(-c3nc4ccccc4c(=O)o3)cc2C1=O
34	O=C(/C=C/c1ccc([N+](=O)[O-])cc1)NCCc1ccccc1
35	CCC1CCc2sc(C(=O)NC3CCN(Cc4ccccc4)CC3)cc2C1 (centres undefined)
36	CCOC(=O)C(=O)Nc1ccc(S(=O)(=O)Nc2ncccn2)cc1
37	COc1ccc(Cl)cc1N(CC(=O)NC(C)(C)C)S(=O)(=O)c1ccc(C)c([N+](=O)[O-])c1
38	COc1ccc(C2C(C(C)=O)=C(O)C(=O)N2CCc2c[nH]c3ccccc23)cc1 (centres undefined)
39	Cc1onc(-c2ccccc2)c1C(=O)Nc1nnc(C(C)C)s1
40	COc1ccc(C(=O)COC(=O)C(CC(C)C)N2C(=O)c3ccccc3C2=O)cc1 (centres undefined)

| entry no. | 31 | 32 | 33 | 34 | 35 | 36 | 37 | 38 | 39 | 40 |
| --- | --- | --- | --- | --- | --- | --- | --- | --- | --- | --- |
| Tb PYK inh | 0% | -24% | -1% | -20% | -6% | -2% | 4% | -2% | -5% | 1% |
| Sm TGR inh | -21% | 6% | 4% | nt | 0% | -8% | -23% | -6% | -21% | -3% |
| LmPK inh | -9%[11.5 µM] | 1% | 1% | 2% | nt | -5% | 5% | 2% | 4% | 2% |
| Pf growth 96h | ? | ? | 135%[activator] | -46% | ? | ? | 4% | 33%[activator] | ? | -3% |
| HCV inhibitor | -58% | -17% | -22% | -6% | 10µM* | 11% | 1% | 6% | 3% | 9% |
| Pf growth 48h | ? | -8% | 0% | 7% | ? | nt | ? | 12% | 18% | -1% |

For reference, some entries already given.
31	C=CCN1C=C2C(=O)C(C)(OC(=O)C3CCCC3)C(=O)C=C2C=C1c1ccsc1 (centres undefined)
32	COC(=O)CSc1cc(SCC(=O)OC)c(C#N)c(SCC(=O)OC)c1
33	CC(C)CCN1C(=O)c2ccc(-c3nc4ccccc4c(=O)o3)cc2C1=O

| entry no. | 31 | 32 | 33 |
| --- | --- | --- | --- |
| Tb PYK inh | 0% | -24% | -1% |
| Sm TGR inh | -21% | 6% | 4% |
| LmPK inh | -9%[11.5 µM] | 1% | 1% |
| Pf growth 96h | ? | ? | 135%[activator] |
| HCV inhibitor | -58% | -17% | -22% |
| Pf growth 48h | ? | -8% | 0% |

(continued)
41	COc1ccc(Br)cc1S(=O)(=O)Nc1ncn[nH]1
42	Cc1ccc(NC(=O)CS(=O)CC(=O)NC(C)CCc2ccco2)cc1Cl (centres undefined)
43	O=C(O)CCC(=O)N1N=C(c2ccco2)CC1c1ccco1 (centres undefined)
44	O=C(CN(C(=O)c1csnn1)c1ccc(Br)cc1)NC1CCCC1
45	Cc1c(Cc2ccccc2)sc(/N=C/c2ccc3ccccc3c2)c1C(N)=O
46	Cc1ccccc1-n1c2nc(=O)n(C)c(=O)c-2cc2ccccc21
47	CN(C)CCCN(C(=O)CCOc1ccccc1)c1nc2ccc(F)cc2s1
48	CC(C)=CC(=O)Nc1ccc(S(=O)(=O)Nc2onc(C)c2C)cc1
49	CCOP(=S)(NN(Cc1ccccc1)C(=O)c1ccccc1)OCC
50	O=C1NC2(CCCCCC2)C(=O)N1Cc1ccccc1F

| entry no. | 41 | 42 | 43 | 44 | 45 | 46 | 47 | 48 | 49 | 50 |
| --- | --- | --- | --- | --- | --- | --- | --- | --- | --- | --- |
| Tb PYK inh | 0% | 0% | -9% | 4% | -11% | 4% | -7% | -7% | -3% | 1% |
| Sm TGR inh | 19% | -18% | -24% | -8% | ? | -4% | 0.63µM* | -11% | 2% | -19% |
| LmPK inh | -8% | 1% | -3% | 0% | 1% | -3% | -9%[11.5 µM] | -4% | 4% | -4% |
| Pf growth 96h | -3% | ? | -14% | 23% | 86%[activator] | 4% | 7% | ? | ? | 34%[activator] |
| HCV inhibitor | 5% | 11% | 14% | -8% | -14% | 17% | ? | 14% | 5% | -3% |
| Pf growth 48h | -9% | -12% | 5% | 19% | -8% | 10% | -5% | 10% | 5% | 10%[0.00184 µM] |

Record cards, from the list above. Order of values: Tb PYK inh, Sm TGR inh, LmPK inh, Pf growth 96h, HCV inhibitor, Pf growth 48h
Cc1ccc(OCCNC(=O)CCNS(=O)(=O)c2ccc(Br)cc2)cc1 reads 4%, -12%, nt, 71%[activator], ?, ?
O=C(O)CCC(=O)N1N=C(c2ccco2)CC1c1ccco1 (centres undefined) reads -9%, -24%, -3%, -14%, 14%, 5%
COc1ccc(C2C(C(C)=O)=C(O)C(=O)N2CCc2c[nH]c3ccccc23)cc1 (centres undefined) reads -2%, -6%, 2%, 33%[activator], 6%, 12%
O=[N+]([O-])c1cccnc1N1CCC(c2cc(-c3ccc(Cl)cc3Cl)n[nH]2)CC1 reads -5%, -8%, 0%, nt, 22µM*, ?

(list continues)
51	CCC(Oc1ccccc1)C(=O)Nc1ccsc1C(=O)OC (centres undefined)
52	CN(C)S(=O)(=O)c1ccc(C(=O)NCC(=O)N/N=C/c2ccccc2Cl)cc1
53	CC(C)(Oc1ccc(Cl)cc1)C(=O)N1CCN(C(=O)c2ccco2)CC1
54	CCN(CC)c1ccc(NC(=O)CN2CCN(CC(=O)Nc3ccc(F)cc3)CC2)cc1
55	Nc1ccc(-c2nc3ccccc3s2)cn1
56	Cc1ccc2nc(C)c(C)nc2c1N

| entry no. | 51 | 52 | 53 | 54 | 55 | 56 |
| --- | --- | --- | --- | --- | --- | --- |
| Tb PYK inh | -6% | 6% | 0% | -21% | -7% | -4% |
| Sm TGR inh | 4% | nt | -10% | -30% | 7% | -24% |
| LmPK inh | 4% | 5% | 0% | -6% | -9% | -2% |
| Pf growth 96h | 0% | 7% | 16% | 2.6µM* | 292%[activator] | ? |
| HCV inhibitor | 1% | ? | 7% | ? | 25µM* | 14% |
| Pf growth 48h | -18% | -15% | -4% | ? | 275%[activator] | 4% |
